Screening results (PubChem)
DT40 TDP1 CPT: growth inhibition of DT40 Tdp1-/-;hTDP1 cells with camptothecin (screen for TDP1 inhibitors) | chicken DT40 Tdp1-/-;hTDP1 cells + 20 nM CPT, ATP luminescence, 48 h | Potency, µM (series often up to 46.2 µM), without a hit: top-dose activity change, negative = growth inhibition, hits mostly inhibitors | 420,000 compounds, 12% hits | AID 686979; also: nearly all actives have a fitted effect of over 55% in size
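Cell growth measured by CellTiter-Glo luminescence after a minimum 48 h, 37 C compound exposure with 20 nM CPT in Tdp1-knockout DT40 cells stably expressing hTDP1, seeded 400/well; qHTS titration format.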
FEN1 inhibitor: human FEN1 inhibition; P39748; Recombinant FEN1 flap cleavage, fluorescence, 15 min; Potency, µM (titrated, usually from 114 µM), inactives show at the top dose activity change, negative = inhibition, usual class: inhibitors; 390,000 compounds, 0.35% hits; AID 588795; also: nearly all actives have a fitted effect of over 65% in size
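Reaction started by adding substrate (50 nM final) to 10 nM enzyme after 15 min room-temperature compound preincubation. Reads at 0 and 15 min, with data normalized and fitted to a four-parameter Hill equation.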
GCN5L2 inh: inhibitors of human GCN5L2 histone acetyltransferase; Q92830; GCN5L2 HAT assay, ThioGlo1 CoA-SH fluorescence; Potency, µM (doses to about 58.9 µM), for inactives: at the highest dose activity change, negative = inhibition, actives largely listed as inhibitors; 390,000 compounds, 0.21% hits
Target sequence (Q92830 whole entry, looked up): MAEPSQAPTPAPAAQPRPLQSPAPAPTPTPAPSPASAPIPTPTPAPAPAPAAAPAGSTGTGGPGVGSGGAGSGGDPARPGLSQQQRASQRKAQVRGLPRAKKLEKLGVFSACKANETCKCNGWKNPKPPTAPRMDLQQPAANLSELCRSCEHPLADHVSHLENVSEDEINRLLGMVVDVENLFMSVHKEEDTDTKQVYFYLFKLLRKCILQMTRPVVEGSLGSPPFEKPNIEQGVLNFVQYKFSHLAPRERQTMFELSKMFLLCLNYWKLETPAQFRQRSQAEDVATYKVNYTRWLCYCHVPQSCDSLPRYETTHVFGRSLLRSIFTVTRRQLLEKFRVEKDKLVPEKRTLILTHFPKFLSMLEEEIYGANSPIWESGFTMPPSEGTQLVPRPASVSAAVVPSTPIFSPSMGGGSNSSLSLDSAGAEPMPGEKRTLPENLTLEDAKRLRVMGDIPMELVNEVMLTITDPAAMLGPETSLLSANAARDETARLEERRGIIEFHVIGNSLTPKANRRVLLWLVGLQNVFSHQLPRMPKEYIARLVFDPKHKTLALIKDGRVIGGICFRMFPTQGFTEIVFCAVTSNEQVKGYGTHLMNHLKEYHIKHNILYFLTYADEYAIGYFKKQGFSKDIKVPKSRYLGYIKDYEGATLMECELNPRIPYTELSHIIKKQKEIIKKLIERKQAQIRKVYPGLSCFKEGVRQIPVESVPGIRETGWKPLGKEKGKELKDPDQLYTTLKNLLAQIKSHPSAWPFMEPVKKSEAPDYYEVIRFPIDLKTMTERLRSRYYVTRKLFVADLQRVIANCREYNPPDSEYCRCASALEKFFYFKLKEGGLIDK
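Preincubate 20nM GCN5L2 with compound 15 min, RT → add 50uM ThioGlo1 + 75uM H3(1-25) + 70uM acetyl-CoA → read fluorescence 0 and 20 min. Primary qHTS; fluorescent artifacts likely.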
The depositor's hits bear a star; ? = inconclusive; nt = no result given; & = joins results of further samples; [ ] = remark or other dose. Calls follow the shape of the dose curve; as a rule, active = well fitted curve in the direction sought with a large enough effect; inconclusive = small, poorly fitted or top-dose-only effect, or another doubt; inactive = no such curve, though single readings can be large; an effect the other way counts as inactive or inconclusive. % is scaled to controls: 0 for no effect and ±100 for the full control effect; potency is read from the fitted curve at half-maximal effect.

Sample of the layout, 18 compounds:
Every second line gives: DT40 TDP1 CPT | FEN1 inhibitor | GCN5L2 inh
> CN(Cc1ccccc1)C(=O)CN1C(=O)NC2(CCCC2)C1=O
    -17% | 0% | 0%
> O=C(NCc1cccnc1)C1CC(c2cccc(Br)c2)=NO1 (stereo unspecified)
    ? | -9% | -2%
> CCCCC(=O)Nc1cc([N+](=O)[O-])ccc1Cl
    3% | 5% | -2%
> CCSc1nc2sc3c(c2c(=O)n1C1CCCCC1)CCN(C)C3
    16µM* | 2% | -1%
> CCOC(=O)/C=C/[C@H]1CC2(CCO1)SCCCS2
    -20% | -6% | 5%
> CC1CN(c2cc3nccnc3cc2F)CC(C)O1 (stereo unspecified)
    ? | 9% | -9%
> COc1cccc(-c2cn3c(n2)sc2cc(C(=O)NCc4ccccc4F)ccc23)c1
    ? | 2% | -16%
> O=C(O)c1ccc(NS(=O)(=O)c2cccc(S(=O)(=O)c3ccc(Cl)c(Cl)c3)c2)cc1
    -4% | 1% | 2%
> CC1C(=O)OC2C1CCC1(C)CCC(=O)C(C)C21 (stereo unspecified)
    -29% | 9% | -4%
> Cc1cccc(C)c1N1CCN(S(=O)(=O)c2ccccc2)CC1
    1% | -1% | -1%
> COc1ccc(NC(=O)CSc2nc3n[nH]c(C)c3c(=N)n2-c2ccc(Cl)c(C)c2)cc1OC
    -16% | -9% | -12%
> Cc1nc(SCC(=O)Nc2cccc(S(=O)(=O)N3CCOCC3)c2)nc(C)c1C
    -2% | -7% | -3%
> CCOC(=O)c1cnc(-n2nc(C)cc2C)nc1Nc1ccc(O)cc1
    2.3µM* | -18% | -1%
> O=C(Nc1cccc2c1CCCC2)c1ccncc1
    -28% | -10% | 0%
> CCOc1c(OC(C)=O)ccc(/C=C/c2ccc3cccc(OC(C)=O)c3n2)c1[N+](=O)[O-]
    ? | -17% | -4%
> Cc1c([N+](=O)[O-])cc(N2C(=O)C=CC2=O)cc1[N+](=O)[O-]
    0.73µM* | -2% | nt
> COc1ccc(S(=O)(=O)N2CCC(n3c(C(F)(F)F)nc4cccnc43)CC2)cc1OC
    ? | 0% | -2%
> C/C(=N\NC(=O)c1cc(C)oc1C)c1ccc2ccccc2c1
    ? | 0% | -1%

All compounds of this part (from the top)
Every second line gives: DT40 TDP1 CPT | FEN1 inhibitor | GCN5L2 inh
> CN(Cc1ccccc1)C(=O)CN1C(=O)NC2(CCCC2)C1=O
    -17% | 0% | 0%
> O=C(NCc1cccnc1)C1CC(c2cccc(Br)c2)=NO1 (stereo unspecified)
    ? | -9% | -2%
> CCCCC(=O)Nc1cc([N+](=O)[O-])ccc1Cl
    3% | 5% | -2%
> CCSc1nc2sc3c(c2c(=O)n1C1CCCCC1)CCN(C)C3
    16µM* | 2% | -1%
> CCOC(=O)/C=C/[C@H]1CC2(CCO1)SCCCS2
    -20% | -6% | 5%
> CC1CN(c2cc3nccnc3cc2F)CC(C)O1 (stereo unspecified)
    ? | 9% | -9%
> COc1cccc(-c2cn3c(n2)sc2cc(C(=O)NCc4ccccc4F)ccc23)c1
    ? | 2% | -16%
> O=C(O)c1ccc(NS(=O)(=O)c2cccc(S(=O)(=O)c3ccc(Cl)c(Cl)c3)c2)cc1
    -4% | 1% | 2%
> CC1C(=O)OC2C1CCC1(C)CCC(=O)C(C)C21 (stereo unspecified)
    -29% | 9% | -4%
> Cc1cccc(C)c1N1CCN(S(=O)(=O)c2ccccc2)CC1
    1% | -1% | -1%
> COc1ccc(NC(=O)CSc2nc3n[nH]c(C)c3c(=N)n2-c2ccc(Cl)c(C)c2)cc1OC
    -16% | -9% | -12%
> Cc1nc(SCC(=O)Nc2cccc(S(=O)(=O)N3CCOCC3)c2)nc(C)c1C
    -2% | -7% | -3%
> CCOC(=O)c1cnc(-n2nc(C)cc2C)nc1Nc1ccc(O)cc1
    2.3µM* | -18% | -1%
> O=C(Nc1cccc2c1CCCC2)c1ccncc1
    -28% | -10% | 0%
> CCOc1c(OC(C)=O)ccc(/C=C/c2ccc3cccc(OC(C)=O)c3n2)c1[N+](=O)[O-]
    ? | -17% | -4%
> Cc1c([N+](=O)[O-])cc(N2C(=O)C=CC2=O)cc1[N+](=O)[O-]
    0.73µM* | -2% | nt
> COc1ccc(S(=O)(=O)N2CCC(n3c(C(F)(F)F)nc4cccnc43)CC2)cc1OC
    ? | 0% | -2%
> C/C(=N\NC(=O)c1cc(C)oc1C)c1ccc2ccccc2c1
    ? | 0% | -1%
> O=C(COC(=O)Cc1ccc(Br)cc1)NC1CC1
    4% | -8% | 0%
> O=c1ccc2cc3c(-c4ccccc4)coc3cc2o1
    5% | ? | -4%
> COc1ccc(Cl)cc1NC(=O)CCN1CCN(c2ccccc2C)CC1
    ? | 12% | 1%
> NNC(=O)C1CCN(S(=O)(=O)c2ccc(Cl)cc2)CC1
    17% | -1% | nt
> CCCN(C(=O)CSc1nnnn1-c1ccccc1OC)C1CCS(=O)(=O)C1 (stereo unspecified)
    6% | -1% | -4%
> COc1ccc(S(=O)(=O)c2c(O)c3ccc(C(=O)Nc4ccccc4)cc3[nH]c2=O)cc1
    1%&-7% | 12%&14% | -10%&-1%
> Cc1ccc(NC(=O)CN(C)C(=O)COC(=O)C2=COCCO2)cc1
    -3% | 2% | -3%
> O=C(O)Cc1sc(NC2CCCCC2)nc1-c1ccc(Cl)cc1
    -27% | 11% | -7%
> COC(=O)c1cccc(NC(=O)CSc2nnc(C)n2C)c1
    5% | -11% | -20%
> O=C(Cn1nc(-c2ccc(Cl)cc2)c2ccccc2c1=O)Nc1cccnc1
    ? | -6% | 3%
> CCOC(=O)C1=C(COC(=O)c2ccc(OC)c(S(=O)(=O)N3CCOCC3)c2)NC(=O)NC1C (stereo unspecified)
    -10% | -4% | nt
> S=c1[nH]nc(-c2cc(-c3ccccc3)n[nH]2)n1/N=C/c1cccc(Cl)c1
    ? | ? | -21%
> CCCOc1ccc(C2C(C(=O)c3cc4ccccc4o3)=C(O)C(=O)N2c2cc(C)on2)cc1OC (stereo unspecified)
    ? | 5% | -21%
> CCc1nn(-c2cc(Oc3cccc4ccccc34)nc(-c3ccccc3)n2)c(N)c1C#N
    10µM* | 3% | 0%
> CN(C)/C=N/C(=S)Nc1ccc(Cl)cc1Cl
    6% | 1% | -6%
> CCOc1ccc(N2C(=O)C3C4C=CC(CC4)C3C2=O)c([N+](=O)[O-])c1 (stereo unspecified)
    -8% | -3% | -3%
> Cc1[nH]c2c(C)cccc2c(=O)c1CN1CCCCCC1
    -11% | -28% | -10%
> COc1ccc(C(=O)Nc2ccc(-c3nnn(CC(=O)N4CCN(C(=O)c5ccco5)CC4)n3)cc2)cc1
    9% | -6% | 0%
> C=CC[C@H](c1ccc(F)cc1)N(CC(C)C)S(=O)(=O)C=C
    ? | -19% | nt
> Cc1ccccc1NNC(=O)C(=O)NNc1ccccc1C
    -2% | 17% | 2%
> COc1ccc(OC)c(C(=O)COC(=O)c2ccc(C)o2)c1
    0% | -8% | -7%
> Cc1ccc(Nc2nc(N)c([N+](=O)[O-])c(NCCO)n2)cc1
    ? | ? | -2%
> CCCCCN(C(=O)CCC(=O)OCC(=O)N(CC#N)c1ccccc1)c1c(N)n(CCCC)c(=O)[nH]c1=O
    -3% | -1% | 1%
> COC(=O)c1ccc(Nc2cc(C)nc3ncnn23)cc1
    7% | -10% | -4%
> O=C(NCCN1CCN(C(=O)c2cccc(Br)c2)CC1)C(=O)NCc1ccccc1
    ? | -1% | 1%
> COc1ccc2cc(CN(Cc3cccs3)Cc3nnnn3Cc3ccccc3)c(=O)[nH]c2c1
    ? | -15% | -5%
> CCOC(=O)Nc1cccc(NC(=O)c2cc(OC)cc(OC)c2)c1
    ? | 16% | 4%
> CC(C)c1ccc(Nc2cnn(C34CC5CC(CC(CC(=O)O)(C5)C3)C4)c(=O)c2Cl)cc1
    5% | -14% | 0%
> CNC(=O)c1c(C)noc1C
    1% | 4% | 4%
> Cc1ccc(-n2c(C)c(C)c3c(NCCN(C)C)ncnc32)cc1
    ? | -13% | 18%
> O=C(Nc1ccc(Oc2cccnc2)cc1)C1CCN(Cc2cccc(Cl)c2)CC1
    18µM* | 1% | 4%
> CN(C)N1C(N)=C(C#N)C(c2ccc(F)cc2)C2=C1CC(C)(C)CC2=O (stereo unspecified)
    -2% | -4% | -4%
> CCOC(=O)Cc1csc(NS(=O)(=O)c2ccccc2)n1
    -21% | -3% | -12%
> CC1(C)CC(=O)c2cn3c(nc2C1)nc1ccccc13
    -18% | 0% | -2%
> Cn1c(Cl)c(C(=O)Nc2ccc(Cl)cc2)c2ccccc21
    ? | 0% | -1%
> CCCCn1c(-c2csc(C(C)C)c2)n[nH]c1=S
    -15% | -8% | -5%
> O=C(CCNS(=O)(=O)c1ccccc1)N1CCN(c2ccccc2F)CC1
    -26% | 5% | -2%
> Cc1cc(C)cc(Oc2ccccc2/C=N\O)c1
    -8% | 3% | -13%
> CCCCCCN=C(C)c1ccccc1O
    18% | 4% | -1%
> O=S(=O)(c1cccc(S(=O)(=O)N2CCC(n3nnc4ccccc43)CC2)c1)N1CCCCC1
    ? | 3% | -4%
> CCc1cc2c(cc3c(=O)n(CC(=O)N4CCCCC4)ncn32)s1
    -23% | 32% | -5%
> CCC1Oc2ccc(C)cc2N(CC(=O)NCCC2=CCCCC2)C1=O (stereo unspecified)
    ? | 6% | -5%

The listing continues.
Every second line gives: DT40 TDP1 CPT | FEN1 inhibitor | GCN5L2 inh
> C=C(C)c1ccc(C(C)(C)NC(=O)N2CCN(C)CC2)cc1
    16µM* | -1% | 2%
> COc1ccc(CN2C(=O)c3cccnc3C2=O)cc1S(=O)(=O)NC1CCCCC1C (stereo unspecified)
    11% | -3% | -8%
> COC(=O)C1CCN(CC(=O)NC(=O)Nc2ccccc2F)CC1
    -22% | 0% | -9%
> CCC1CCCCN1S(=O)(=O)c1ccc(S(=O)(=O)N(Cc2ccccn2)CC2CCCO2)cc1 (stereo unspecified)
    23µM* | 4% | -4%
> O=C(c1ccc(NC2=NC3CS(=O)(=O)CC3S2)cc1)N(CCO)Cc1ccccc1 (stereo unspecified)
    -1% | -1% | -22%
> Nc1c(C(=O)N/N=C/c2ccccc2)cnn1-c1ccccc1
    ? | 12% | -1%
> O=C(CSc1nnc(Cc2ccccc2)o1)NCCN1C(=O)CSC1=O
    -1% | 5% | -4%
> OC(c1ccccc1)(c1ccccc1)c1ccn[nH]1
    -7% | -9% | -2%
> CCOc1cc(N2CCOCC2)c(OCC)cc1NC(=O)COC(=O)c1cccc2ccccc12
    ? | -17% | -1%
> Nn1c(SCC(=O)Nc2ccc3c(c2)OCO3)nnc1C(F)(F)F
    6% | 13% | 37%[activator]
> C#CCOCCOCCOCCNc1nc(N2CCOCC2)nc(N2CCN(C(=O)[C@H](C)n3cc(CCC(=O)O)nn3)CC2)n1
    8% | -2% | nt
> CSc1ccc(/C=C(/NC(=O)c2ccccc2)C(=O)NCCN2CCOCC2)cc1
    -5% | 1% | -1%
> COc1cc(OC)cc(C(=O)NCCCN2CCOCC2)c1
    -2% | -2% | 1%
> COc1ccc(C(=O)NC2CCCc3ccccc32)cc1[N+](=O)[O-] (stereo unspecified)
    5.2µM* | 3% | 0%
> CCOCCCNC(=O)C1CCN(S(=O)(=O)CC)CC1
    -5% | 1% | -4%
> C=CCn1cccc(C(=O)Nc2cc(OC)cc(OC)c2)c1=O
    11% | -1% | -7%
> O=C(c1ccco1)N1CCN(CC(O)COc2ccc3oc4ccccc4c3c2)CC1 (stereo unspecified)
    18µM* | 6% | -8%
> Cc1cccc(NC(=O)c2nc(S(=O)(=O)Cc3ccccc3)ncc2Cl)c1
    0.92µM* | -10% | -2%
> Cc1ccc(SCC(=O)NCc2ccc(F)cc2)cc1
    4% | 5% | -11%
> CCOc1ccc(NC(=O)C2(c3ccc(OC)c(OC)c3)CCCC2)cc1
    -23% | 1% | 28%
> Cc1ccc(OCCN2CCN(c3nc(NCc4ccco4)c4ccccc4n3)CC2)cc1
    ? | ? | -6%
> O=c1cccc(-c2ccc(Br)cc2)o1
    -1% | -1% | -2%
> CC(=O)Nc1ccc(-c2ccnc(-c3ccc(NC(C)=O)cc3)n2)cc1
    7% | -2% | 6%
> COCc1cc(=O)[nH]c(Nc2nc3ccccc3o2)n1
    10µM* | 16% | -3%

The list is partial (hit frequency here may not be typical).
